# hiPSC survival = enhancers of single-cell hiPSC survival, primary screen, ATPlite luminescence | 100% = ROCK inhibitor wells, 0% = DMSO | survival enhancement, % at 20 µM | hit rate 0.044% among 360,000 | AID 602274, 2012; in the data active means survival enhancement above about 18%;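 further: cells exposed to compounds for 16 hours before the ATP read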
# LMP1 NFkB inh = EBV LMP1-driven NF-kappaB luciferase reporter inhibitors, primary screen, cell-based, luminescence, single point; LMP1-induced NF-kappaB luciferase reporter cells; inhibition, % at 12.5 µM; hit rate 0.69% among 350,000; in the data active means inhibition above about 41%;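 further: 0% = neutral control wells and 100% = reference inhibitor control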
# NR2E3 ag-1 = NR2E3 agonists in two-hybrid cells, primary screen, cell-based, luminescence, CHO-S, Gal4-NCOR/VP16-NR2E3 | inhibition of corepressor binding, % at 3.98 µM | luciferase | Photoreceptor-specific nuclear receptor (Homo sapiens), Q9Y5X4 | AID 602229, 2012 | hit rate 0.35% among 360,000;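 active means inhibition above the mean of all tested compounds plus 3 SD, cut at about 70% in these data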;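 further: 0% = DMSO with NR2E3 transfected cells and 100% = cells lacking NR2E3 construct; higher means lower luciferase signal from less NR2E3 corepressor binding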
# Target sequence (Q9Y5X4 whole entry, looked up, the tested form may be a part): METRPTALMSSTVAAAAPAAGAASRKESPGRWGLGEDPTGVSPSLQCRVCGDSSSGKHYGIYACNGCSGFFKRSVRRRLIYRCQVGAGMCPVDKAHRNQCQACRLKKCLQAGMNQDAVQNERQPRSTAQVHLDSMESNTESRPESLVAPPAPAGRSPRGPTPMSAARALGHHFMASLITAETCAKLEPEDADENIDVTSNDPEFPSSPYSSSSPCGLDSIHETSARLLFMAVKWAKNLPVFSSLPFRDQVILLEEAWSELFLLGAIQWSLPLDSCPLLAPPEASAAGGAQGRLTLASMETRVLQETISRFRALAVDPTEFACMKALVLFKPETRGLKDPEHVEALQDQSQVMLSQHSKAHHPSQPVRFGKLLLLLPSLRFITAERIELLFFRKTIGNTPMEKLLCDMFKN
# MITF TRPM1 inh = inhibitors of MITF-dependent TRPM1 promoter reporter, primary screen, cell-based, SK-MEL-5, single point, luciferase. inhibition, % at 12.5 µM. SK-MEL-5 TRPM1 promoter luciferase, 24 h. hit rate 0.83% among 330,000;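 active means mean inhibition across replicates of 60% or more, whatever share of single replicates reaches that level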; further: values of inactives mirror those of a sister screen read the other way
# KKLEB cytotox = cytotoxicity in KKLEB CF airway cells, primary screen, cytotoxicity control for CF NF-kB inhibitor project, cell-based, uHTS, fluorescence assay plates; hit rate 0.36% among 360,000; activity change (cytotoxicity), % at 5 µM; KKLEB CF airway cells viability, ATPlite luminescence, overnight; stronger effect = lower value; cells stimulated with P. aeruginosa culture filtrate;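 active means corrected activity change at or below -50% at 5 µM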
# TRAIL sens C8 = viability loss with TRAIL in NB7+C8 cells, primary screen, TRAIL sensitizer project, cell-based, ATPlite luminescence | hit rate 1% among 360,000 | inhibition (viability loss, TRAIL sensitization), % at 10 µM | AID 624354, 2012;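 active means compounds causing at least 50% loss of cell viability in the single-dose screen, relative to plate controls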
# Shn3 inh set2 = reduction of Shn3 3'UTR firefly luciferase signal, primary screen, Schnurri-3 inhibitor project, cell-based, Clone20 osteoblasts, set 2; inhibition, % at 12.5 µM; hit rate 0.52% among 360,000; Clone20 osteoblast Shn3 3'UTR firefly luciferase, 24 h; AID 588674, 2011;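 active means mean inhibition of at least 75% with every replicate also reaching 75%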;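 further: 0% = median of neutral control wells and 100% = pilot-screen positive control compound; some compounds past the cut are filed as inactive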
# CF NFkB block = inhibitors of PAF-induced NF-kB signaling, primary screen, cell-based, GFP fluorescence, uHTS; hit rate 0.86% among 360,000; inhibition, % at 5 µM; AID 588850, 2011; KKLEB NF-kB-GFP reporter, GFP fluorescence overnight;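 active means at least 50% inhibition at 5 µM, scaled per plate between neutral and stimulator controls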;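 further: PAF is a Pseudomonas aeruginosa culture filtrate used as stimulus; plate controls were PAF-stimulated DMSO wells for no effect and unstimulated DMSO wells for full effect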
# HIF-2a block = HIF-2a reporter inhibitors, primary screen, luminescence, 786-0 RCC cells; 786-0 RCC cells HIF-2a reporter, luciferase luminescence, overnight; inhibition, % at 18.8 µM; hit rate 0.72% among 360,000; AID 624352, 2012;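 active means inhibition of the luminescence signal of 40% or more relative to plate controls, in a single-dose primary screen at 18.75 µM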
# NR2E3 ag-2 = inhibitors of NR2E3-RetCOR corepressor binding, primary screen, NR2E3 agonist project, biochemical, TR-FRET, GST-NR2E3, biotin-RetCOR. Photoreceptor-specific nuclear receptor (Homo sapiens), Q9Y5X4. 1536-well. inhibition of corepressor binding, % at 4.78 µM. hit rate 0.12% among 320,000. AID 2300, 2010;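 active means percent inhibition above the cutoff of mean plus 3 SD of all tested compounds, set per screening campaign, cut at about 20% in these data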;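 further: 0% = DMSO wells and 100% = biotin wells as full block of FRET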
#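 system = GST-tagged NR2E3 plus biotinylated RetCOR corepressor | input = 1.35 nM GST-NR2E3 | also added = 7 nM biotin-RetCOR | schedule = 5 h incubation at 4 °C | measured by = TR-FRET with europium anti-GST and streptavidin-D2, 340 nm excitation | read-out = percent loss of FRET ratio relative to control wells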
# Peg3 prom inh = Peg3 promoter-driven luciferase inhibitors, primary screen, cell-based, HeLa, luciferase luminescence; HeLa PEG-Prom luciferase reporter, overnight; inhibition, % at 20 µM; hit rate 1.7% among 360,000; AID 588405, 2011;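 active means inhibition of at least 50% at 20 µM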
# * marks the source's active call; other numbers are inactive results; nt = not tested or not shown.
SMILES,hiPSC survival,LMP1 NFkB inh,NR2E3 ag-1,MITF TRPM1 inh,KKLEB cytotox,TRAIL sens C8,Shn3 inh set2,CF NFkB block,HIF-2a block,NR2E3 ag-2,Peg3 prom inh
Cc1cccc(OCCC(=O)Nc2ccc(C)c(S(=O)(=O)N3CCCCC3)c2)c1,-1.3,10.5,0.9,4.7,-7.8,23.0,15.1,-8.5,7.9,-1.2,-18.8
COc1ccc(CC(C)CC(=O)Nc2ccc(OC)cc2)cc1 (configuration not stated),-0.2,-2.6,1.1,-1.9,-3.4,-4.3,-2.1,3.0,7.6,-3.6,0.3
O=C(N/N=C/c1ccc(N2CCOCC2)s1)c1ccccc1Cl,1.0,-1.3,-53.0,-8.6,-0.1,6.0,-13.6,-7.7,-86.9,1.2,-45.8
CCN(CC)C(=O)C(=O)c1cccn1-c1cccc(Cl)c1C#N,-1.5,3.3,-14.3,-2.1,10.2,-4.2,-5.2,3.4,0.8,-0.4,8.0
CCC1CCCN1Cn1cnc2c([nH]c3ccc(OC)cc32)c1=O (configuration not stated),0.2,-2.3,-20.2,-2.8,-10.4,-16.1,-4.2,-20.9,-8.2,5.5,8.8
Cc1ccc(CN2C(=O)N/C(=C\c3ccc(N4CCOCC4)cc3)C2=O)cc1,-1.3,3.1,-3.3,9.0,-9.3,25.7,19.4,-9.9,-12.7,-3.6,7.4
CN(C)C1(CNC(=O)C2CCN(S(=O)(=O)c3cccc(C(F)(F)F)c3)CC2)CCCCC1,-0.2,2.8,-24.3,-4.1,-20.6,-3.5,-5.8,6.4,4.1,3.8,27.3
O=C(O)C1CCCN1C(=O)Nc1ccccc1 (configuration not stated),2.3,2.1,-6.9,-7.9,-2.7,-9.9,-16.8,9.6,10.7,0.1,-4.4
N#Cc1ccccc1Cn1c(=O)n(CCC(=O)NCc2ccco2)c(=O)c2ccccc21,0.1,8.1,16.4,3.6,14.2,0.7,1.2,-13.5,14.3,-3.0,7.2
O=C(CNC(=O)c1ccc(N2C(=O)c3ccccc3C2=O)cc1)OCC(=O)c1ccccc1,4.0,-7.1,-12.7,-0.2,-9.8,-11.8,-12.1,0.9,13.1,-0.5,8.2
O=S(=O)(Nc1ncccn1)c1cc(Cl)ccc1Cl,-0.1,4.0,17.7,-14.7,-2.7,10.9,-0.5,-23.4,15.3,1.9,-2.0
O=C(Cn1ccc2ccccc2c1=O)NCCC(=O)NC1CCN(Cc2ccccc2)CC1,-1.6,-0.5,-9.9,-2.0,0.0,-2.0,-0.1,-16.0,-1.4,2.5,3.8
O=C(Nc1ccccc1)/C(=C/c1cccnc1)NC(=O)c1ccccc1,0.1,-2.6,4.8,2.3,-6.1,-7.0,-2.7,-3.7,2.4,-0.3,-5.3
O=C(C1=C[C@@H](C2CC2)C[C@@H](OCCCCO)O1)N1CCN(Cc2ccccc2)CC1,-1.4,-5.8,-10.1,-5.8,3.4,-12.3,83.3,16.4,5.6,-1.0,-3.1
C/C(=N\NC(N)=O)c1ccc(Cl)cc1,5.2,7.5,9.2,11.0,1.1,-16.0,3.6,-10.8,5.8,-3.6,2.6

# Two compounds from above, reduced to CF NFkB block, Peg3 prom inh and HIF-2a block.
mol	CF NFkB block	Peg3 prom inh	HIF-2a block
Cc1cccc(OCCC(=O)Nc2ccc(C)c(S(=O)(=O)N3CCCCC3)c2)c1	-8.5	-18.8	7.9
COc1ccc(CC(C)CC(=O)Nc2ccc(OC)cc2)cc1 (configuration not stated)	3.0	0.3	7.6

# (continued)
SMILES,hiPSC survival,LMP1 NFkB inh,NR2E3 ag-1,MITF TRPM1 inh,KKLEB cytotox,TRAIL sens C8,Shn3 inh set2,CF NFkB block,HIF-2a block,NR2E3 ag-2,Peg3 prom inh
O=C(CN1CCN(c2ccc(Cl)cc2)CC1)NCc1cccs1,-1.8,8.0,7.2,-2.8,10.5,-5.5,-4.9,-2.7,9.8,-1.7,5.8
c1ccc(CNc2nc(-c3cccnc3)nc3ccccc23)cc1,-0.7,-2.0,-16.0,-11.1,-2.2,-0.3,8.5,-19.0,1.0,nt,18.7
Cc1ccc(CNC(=O)c2cc(-c3ccccc3C)n(CC3CC(c4cccc([N+](=O)[O-])c4)=NO3)n2)cc1 (configuration not stated),0.3,-4.5,1.1,6.5,-6.0,-13.3,13.1,-4.6,6.0,-0.5,-1.3
Cc1ccc(-c2[nH]nc(N)c2N=Nc2ccccc2C)cc1,0.4,-2.4,1.5,10.4,2.1,-10.1,12.9,3.1,-8.4,0.1,13.2
Cc1cc(Cl)ccc1C(=O)C1CCCN(C(=O)CCn2cncn2)C1 (configuration not stated),0.7,-2.8,-2.4,18.0,4.9,-0.1,14.7,-5.8,-5.5,2.6,-10.3
Cn1cnc2c1c(=O)n(Cc1cccc(Cl)c1)c(=O)n2C,2.3,-2.5,-15.2,7.8,-17.1,-18.8,11.3,-5.0,17.9,-0.5,1.9
O=C(CN1C(=O)c2ccccc2C1=O)Nc1ccc2c(c1)OCO2,-0.7,0.9,-31.7,5.9,7.7,-6.4,-20.4,-2.7,-11.5,-0.2,4.0
COc1ccccc1/C=N/NC(=O)CNC(=O)c1ccc(S(=O)(=O)N(C)C)cc1,0.2,4.3,6.3,-1.3,7.7,-6.9,6.0,6.5,8.7,-2.3,3.1
Cc1noc(C)c1C(=O)OC(C)C(=O)Nc1ccc(S(=O)(=O)NC(C)C)cc1 (configuration not stated),0.5,3.3,-9.0,-1.1,9.1,11.5,10.0,-0.8,9.2,4.9,-4.1
CC(C)(C)OC(=O)N1CCc2onc(-c3ccccc3F)c2C1=O,0.9,-10.6,14.3,nt,4.1,-12.6,-7.8,7.8,-14.8,nt,-14.6
COc1ccc(C(=O)NCC(=O)N/N=C/C=C/c2ccccc2)cc1OC,1.1,-8.6,-5.7,-17.0,5.3,-2.5,5.0,-2.9,-12.9,5.9,10.7
Cn1c(CCNC(=O)c2ccccc2F)nnc1SCC(=O)Nc1nncs1,0.4,-19.5,-14.0,-2.9,6.6,12.8,-7.4,0.8,6.2,3.5,0.1
C=CCn1c2ccccc2c(=O)c2cc(C#CC3(O)CCCCC3)ccc21,-5.2,-33.7,-57.0,-71.1,-35.0,80.9*,-127.1,3.5,-208.9,3.5,-135.1
O=C(CCCCCCCC(=O)NCC1CCCO1)NCC1CCCO1 (configuration not stated),0.9,-19.8,-0.9,2.3,-3.7,-5.5,8.0,4.6,8.5,-1.9,7.3
COc1ccc(OC)c(NC(=O)C2(C)CCN2C(C)C)c1 (configuration not stated),0.2,nt,18.6,nt,-8.5,-1.4,3.5,14.8,11.6,nt,-0.1
CCCOc1cccc(C(=O)Nc2cc(NC(=O)c3ccco3)ccc2OC)c1,-1.5,8.8,-42.7,-6.9,12.2,-2.5,28.8,-7.9,0.6,2.5,26.3
O=C(NC1CCCCCCC1)c1ccc(F)c(S(=O)(=O)N2CCOCC2)c1,-0.4,2.5,-32.4,-18.3,1.7,-19.1,15.6,-7.8,-62.9,-0.3,-42.3
COc1cc(C)ccc1OCCOCCN(C)Cc1ccccc1,0.9,-5.2,1.8,-2.7,-12.4,9.8,2.1,21.2,11.8,-2.3,-63.9
COc1ccc(CN2CCNC(=O)C2CC(=O)NC2CCCCCC2)c(C)c1C (configuration not stated),-0.5,-0.3,-8.4,3.1,3.8,0.7,12.4,-0.2,14.1,1.7,15.4
COCCNC(=S)N(C)C1(c2ccccc2Cl)CCCCC1=O (configuration not stated),3.4,-2.1,-20.4,-2.8,-5.7,1.7,-7.3,3.5,8.9,0.4,5.5
COc1ccc(C(=O)Oc2cc(C)c(CN3CCOCC3)cc2C)cc1OC,-0.2,0.7,-6.8,3.6,1.7,21.8,-29.2,-4.8,11.5,2.3,14.5
Cc1noc(C)c1CNCc1ccccc1,-0.6,-0.2,-0.7,1.8,12.8,-6.7,-29.2,2.5,-18.8,1.5,-5.7
COc1ccc(-c2noc(-c3cccc(Cl)c3)n2)cc1OC,-0.3,-24.7,-10.8,-78.8,22.1,7.4,-71.4,-37.2,-207.8,-0.8,-212.8
CC(C)(C)OC(=O)N1CCC(CC2CC(c3cccc(Br)c3)=NO2)(C(=O)O)CC1 (configuration not stated),0.1,-3.2,-0.4,5.3,-0.7,-4.5,0.6,-9.4,7.7,4.6,-2.7
C#CCOCCOCCOCCNc1nc(N2CCN(C(=O)C([C@@H](C)O)n3cc([C@@H](N)CCCCN)nn3)CC2)nc(N2CCN(C(=O)[C@H](CCC(=O)O)n3cc([C@@H](N)[C@H](C)CC)nn3)CC2)n1 (some centres not stated),-0.4,3.8,-10.3,-6.8,14.6,-9.0,-4.0,-8.6,9.3,nt,-4.7
CCOC(=O)C1(C)CCCN1C(=O)c1cccc(F)c1 (configuration not stated),-1.6,nt,5.9,nt,6.9,5.5,-11.2,-1.8,5.8,nt,0.9
CC(C)n1nc(Cc2cccc3ccccc23)c(C#N)c1N,1.9,0.9,16.8,-0.6,5.7,-15.4,53.7,2.6,17.6,-1.8,14.9
CCOC(=O)N1CCN(C(=O)/C=C/c2c(C)nn(-c3ccc(F)cc3)c2Cl)CC1,0.0,6.5,-15.9,15.8,3.6,-4.2,20.1,-0.7,-6.6,nt,17.2
COc1ccnc(Oc2ccc(F)cc2)c1C(=O)N/C=N/OCc1ccc(Cl)cc1Cl,-2.6,0.9,-3.0,8.8,-28.3,1.7,-0.3,-17.4,2.5,0.2,37.9
Cc1ccc(CC2SC(N=C(N)N)=NC2=O)cc1 (configuration not stated),0.4,0.6,-13.8,0.1,16.2,-16.6,-17.4,-7.0,11.8,-0.3,4.8
O=C(COc1ccccc1[N+](=O)[O-])NCC1COc2ccccc2O1 (configuration not stated),-2.1,6.0,-13.4,2.9,-14.1,-13.2,-5.9,-12.2,-37.3,nt,-26.0
CCOC(=O)CSc1nc2sc3c(c2c(=O)n1-c1ccccc1)CCN(C(C)C)C3,-0.1,1.6,-7.7,-0.4,1.5,11.8,6.9,0.0,-1.6,-1.1,7.2
OC(C#CCN1CCOCC1)c1cccs1 (configuration not stated),-0.5,-11.3,-13.2,-0.1,5.1,-4.1,-16.5,9.5,7.8,-0.9,-6.8

# Look-ups from the list.
# `COc1ccc(CN2CCNC(=O)C2CC(=O)NC2CCCCCC2)c(C)c1C` (configuration not stated) | NR2E3 ag-1: -8.4
# `CCOC(=O)CSc1nc2sc3c(c2c(=O)n1-c1ccccc1)CCN(C(C)C)C3` | NR2E3 ag-1: -7.7
# `CCOC(=O)N1CCN(C(=O)/C=C/c2c(C)nn(-c3ccc(F)cc3)c2Cl)CC1` | LMP1 NFkB inh: 6.5

# From PubChem BioAssay

# Some of the compounds tested (hit frequency here may not be typical).
